STK33 inh: inhibitors of human STK33 kinase. purified STK33, MBP phosphorylation, ADP-Glo luminescence. 0.073% of 320,000 active. inhibition, % at 10 µM;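 active = inhibition at or above 25%, using the most active replicate where run in duplicate; inactive = inhibition below 25%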
Target sequence (Q9BYT3 whole entry, looked up): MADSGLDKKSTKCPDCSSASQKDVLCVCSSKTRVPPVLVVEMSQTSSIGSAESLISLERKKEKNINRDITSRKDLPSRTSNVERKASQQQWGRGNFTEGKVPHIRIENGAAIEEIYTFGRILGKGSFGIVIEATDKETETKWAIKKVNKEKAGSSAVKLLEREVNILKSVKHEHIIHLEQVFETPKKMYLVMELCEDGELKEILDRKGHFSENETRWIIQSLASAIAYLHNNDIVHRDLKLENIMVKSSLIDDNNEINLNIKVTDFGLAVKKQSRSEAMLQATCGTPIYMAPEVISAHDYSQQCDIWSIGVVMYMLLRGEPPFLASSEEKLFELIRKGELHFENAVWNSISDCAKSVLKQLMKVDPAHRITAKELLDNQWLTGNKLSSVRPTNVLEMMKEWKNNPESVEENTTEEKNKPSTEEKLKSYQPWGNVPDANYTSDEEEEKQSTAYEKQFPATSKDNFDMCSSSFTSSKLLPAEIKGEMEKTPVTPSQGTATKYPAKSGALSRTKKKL
CHT allo act: human CHT allosteric activation; B-score at 10 µM; Q9GZV3; 0.49% of 310,000 active; CHT-expressing cells, membrane potential dye, choline EC20; active compounds read high; LV-AA mutant CHT in HEK293 cells;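 active = initial fluorescence not abnormally high and integrated response B-score, plate-corrected, over 3 SD above library mean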
Target sequence (Q9GZV3 whole entry, looked up): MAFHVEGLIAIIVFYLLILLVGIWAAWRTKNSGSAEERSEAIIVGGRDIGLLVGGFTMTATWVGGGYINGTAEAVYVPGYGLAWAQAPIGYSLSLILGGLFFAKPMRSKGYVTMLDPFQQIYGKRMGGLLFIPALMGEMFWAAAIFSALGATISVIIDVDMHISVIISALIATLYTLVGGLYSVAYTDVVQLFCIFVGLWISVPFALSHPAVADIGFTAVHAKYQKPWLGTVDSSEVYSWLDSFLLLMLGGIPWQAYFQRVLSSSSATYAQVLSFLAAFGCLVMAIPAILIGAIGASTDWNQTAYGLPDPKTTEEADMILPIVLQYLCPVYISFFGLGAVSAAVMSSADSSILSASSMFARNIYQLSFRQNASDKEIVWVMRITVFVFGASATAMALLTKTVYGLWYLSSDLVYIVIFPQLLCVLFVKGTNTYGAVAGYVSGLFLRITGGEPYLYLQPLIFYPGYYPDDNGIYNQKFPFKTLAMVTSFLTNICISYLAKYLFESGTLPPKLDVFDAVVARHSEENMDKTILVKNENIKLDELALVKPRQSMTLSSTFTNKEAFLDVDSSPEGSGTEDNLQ
CHT inh: inhibits the human high affinity choline transporter. CHT-expressing cells, membrane potential dye, choline response; active compounds read low. Q9GZV3. 0.86% of 310,000 active. B-score at 10 µM. AID 488975;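 active = B-score over 3 SD under the library average, and starting fluorescence ratio not unusually high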;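 also: choline stimulus applied at its EC90 after an EC20 pre-addition; B-score computed on integrated fluorescence ratio after choline addition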
Numbers without * were called inactive; i = inactive; x = not tested or not shown; & = joins results of further samples.

Sequence of screens – STK33 inh | CHT allo act | CHT inh
- CC(C)(C)NC(=O)[C@@H]1C[C@@H]2CCCC[C@@H]2CN1C[C@@H](O)[C@H](Cc1ccccc1)NC(=O)[C@H](CC(N)=O)NC(=O)c1ccc2ccccc2n1
  -1.0&-0.9 | i | i
- CN(C)c1ccc(C(=O)/C=C/c2cccnc2)cc1
  -0.9 | i | i
- CCOC(=O)NC(NC(=S)Nc1ccc(OCC)cc1)C(Cl)(Cl)Cl (stereo not given)
  x | i | i
- c1ccc(-c2noc(C34CC5CC(CC(C5)C3)C4)n2)nc1
  0.4 | i | i
- Cc1nnc(SCC(=O)Nc2c(Cl)cccc2Cl)[nH]c1=O
  -0.1 | i | i
- Cc1cccc2c(=O)oc(-c3ccccc3Cl)nc12
  -0.5 | i | i
- O=C1CC2(CCCC2)C(=O)N1c1ccc(S(=O)(=O)NCC2CC2)cc1Cl
  0.2 | i | i
- Cc1ccc(C(=O)Oc2ccccc2N2C(=O)C3CCC(C)CC3C2=O)cc1 (stereo not given)
  0.2 | i | i
- CCC(C)OC1OC(CO)C(O)C(O)C1NC(C)=O (stereo not given)
  0.4 | i | i
- Cc1ccc(C)c(N(CC(N)=O)S(C)(=O)=O)c1
  -1.7 | i | i
- O=C(COC(=O)c1ccc(NS(=O)(=O)c2cccs2)cc1O)NCc1ccccc1
  1.5 | i | i
- COc1ccc(S(=O)(=O)N2CCN(Cc3cccc(OC)c3OC)CC2)cc1
  -0.7 | i | i
- Cc1cc2ncn(C3CC(=O)N(C)C3=O)c2cc1C (stereo not given)
  -1.4 | i | i
- COc1ccc(S(=O)(=O)N(Cc2ccc(OC)c(OC)c2)Cc2ccco2)cc1
  0.4 | i | i
- COc1ccc(Cl)cc1NS(=O)(=O)c1cc(Cl)ccc1OC
  -0.9 | i | i
- CC1CCC/C(=N\NC(=O)COc2ccc(Cl)cc2Cl)C1 (stereo not given)
  x | i | i
- O=c1[nH]c2ccc(S(=O)(=O)Nc3ccccc3O)cc2[nH]1
  -0.9 | i | i
- Cc1c2n(c3ccccc13)CC/C2=N\O
  -1.0 | i | i
- CCCC(=O)c1c(NC(C)C)cc(C)oc1=O
  -1.6 | i | i
- O=C(CSCc1ccc(F)cc1)NCc1cccs1
  -0.4 | i | i
- CCOC(=O)c1sc(Nc2nc3c(OC)cccc3s2)cc1C
  -3.9 | i | i
- COc1cc(CN(C(=O)c2ccco2)C2CCS(=O)(=O)C2)cc(OC)c1OC (stereo not given)
  x | i | i
- Cc1cc(NC(=O)CSc2nnnn2-c2ccccc2)no1
  -0.3 | i | i
- COc1ccc(NC(=O)c2ccc3ccccc3c2)cc1
  -1.2 | i | i
- Cc1ccc(C2=NC(C)(C)NC2=O)cc1
  13 | i | i
- Cc1cc(C)nc(NC(=O)NS(=O)(=O)Nc2ccc(Br)cn2)n1
  -0.6 | i | i
- CNc1nnc(-c2ccco2)s1
  0.4 | i | i
- O=C(NCCc1ccccc1)C1CCN(S(=O)(=O)c2ccc(-n3cnnn3)cc2)CC1
  -0.8 | i | i
- O=C(OCCc1ccccc1)c1cc(O)c(O)c(O)c1
  1.4 | i | i
- CC(=O)c1cccc(NC(=O)C(C)OC(=O)c2cc(=O)[nH]c3ccccc23)c1 (stereo not given)
  -0.5 | i | i

Individual results from the results shown.
For STK33 inh, `CNc1nnc(-c2ccco2)s1` has the entry 0.4
For STK33 inh, `Cc1ccc(C(=O)Oc2ccccc2N2C(=O)C3CCC(C)CC3C2=O)cc1` (stereo not given) has the entry 0.2
For STK33 inh, `O=C(CSCc1ccc(F)cc1)NCc1cccs1` has the entry -0.4

(next part)
Sequence of screens – STK33 inh | CHT allo act | CHT inh
- CCOC(=O)N1CCN(C(=S)NC(=O)c2nn(C)cc2Br)CC1
  0.2 | i | i
- COc1ccc(C/C(C)=N/NC(=O)c2ccc(Cl)cc2)cc1
  1.1 | i | i
- Cc1ccc(-c2nnc(N3CCN(CCO)CC3)c3ccccc23)cc1
  0.2 | i | i
- N=C1c2c(cc(=O)n3c2[nH]c2ccccc23)CN1CCN1CCOCC1
  0.5 | i | i
- Cc1noc(NS(=O)(=O)c2ccc(NC(=O)/C=C/c3ccc(Br)cc3)cc2)c1C
  -0.1 | i | i
- S=C1NCCOCCOCCOCCNC(=S)N2CCOCCOCCN1CCOCCOCC2
  0.0 | i | i
- Cc1cc(C(=O)c2ccc(C(C)(C)C)cc2)c(NC(=O)CCl)s1
  -0.2 | i | i
- CCCN1CCC(NC(=O)Cc2cccc(C)c2)CC1
  -1.2 | i | i
- O=C(NC1CCCCC1)C1CCCN(c2nnnn2-c2ccccc2)C1 (stereo not given)
  0.0 | i | i
- CCn1c(COc2ccc(Cl)c(C)c2)nnc1SCC(=O)N1CCCC1
  0.6 | i | i
- COc1ccc(CN(C)C(=O)c2ccncc2)c(OC)c1
  -0.8 | i | i
- O=C(NN1C(=O)C2C3C=CC(C4CC34)C2C1=O)c1ccc(Br)cc1 (stereo not given)
  -0.6 | i | i
- CC(=O)c1ccc(NC(=O)Nc2ccncc2)cc1
  x | i | i
- CC(C)c1ccc(NC(=S)Nc2ccc3cn[nH]c3c2)cc1
  20 | i | i
- CCOC(=O)c1cccc(NC(=O)C(NS(=O)(=O)c2ccc3c(c2)CCN3C(C)=O)C(C)C)c1 (stereo not given)
  -0.1 | i | i
- CN(C)C(CNC(=O)c1ccccc1C(F)(F)F)c1ccco1 (stereo not given)
  -0.9 | i | i
- Cc1cc(C)cc(NC(=O)CN2CCC(NC(=O)c3ccccc3F)CC2)c1
  -0.9 | i | i
- O=C(CCN1C(=O)COc2ccccc21)NCc1cccnc1
  0.5 | i | i
- CCOC(=O)CCCNC(=O)CSc1nnc(-c2ccccc2)c(-c2ccccc2)n1
  -0.4 | i | i
- N#C/C(=C(/O)COc1ccccc1)c1nnc2n1CCCCC2
  -1.0 | i | i
- CCOc1ccc(/C(O)=C2/C(=O)C(=O)N(CCCN3CCOCC3)C2c2ccc(F)cc2)cc1C (stereo not given)
  -0.3 | i | i
- COc1ccc(NC(=O)C2CCN(S(=O)(=O)c3ccccc3)CC2)cc1
  -1.2 | i | i
- Nc1ccc(C(=O)N2CCN(S(=O)(=O)c3ccc4c(c3)OCCO4)CC2)cc1[N+](=O)[O-]
  -1.6 | i | i
- C=CCOC(=O)/C(=C/c1cccc2ccccc12)NC(=O)c1ccccc1
  -1.0 | i | i
- Brc1ccccc1/C=N/Nc1ccccn1
  x | i | i
- O=C(Nc1ccc(Cl)cc1C(=O)NCCN1CCOCC1)c1ccco1
  4.4 | i | i
- CCn1nccc1C(=O)Nc1ccc(Cl)cc1Cl
  0.5 | i | i
- CCN(CC(=O)Nc1c(F)cccc1F)C(=O)CNC(=O)c1ccc(C)s1
  0.9 | i | i
- O=C1CC(c2ccco2)c2ccc3ccccc3c2N1 (stereo not given)
  2.8 | i | i
- CCOc1ccc(OCC)c(S(=O)(=O)NCCCN2CCOCC2)c1
  -1.4 | i | i
- Cn1ncc2c(Nc3ccc(Br)cc3)nc(Nc3ccc(Br)cc3)nc21
  -2.7 | i | i
- CCOc1ccc(Nc2ccnc3cc(Cl)ccc23)cc1
  1.0 | i | i
- CCOc1ncccc1C(=O)NNC(=O)c1cccc(S(=O)(=O)Nc2ccccc2OC)c1
  x | i | i
- COc1ccsc1C(=O)N1CCN(Cc2ccc3c(c2)OCO3)CC1
  -1.5 | i | i
- CCN(CC)CCNC(=O)c1cc2c(=O)n(C)c3ccccc3c2s1
  2.5 | i | i
- CCOCCCNC(=O)c1cc(Sc2ccc(C)cc2)nc2ccccc12
  0.0 | i | i
- S=C(NCc1ccccc1)Nc1ccncc1
  0.1 | i | i
- Cc1cc2c(ncn2Cc2ccccc2)c(NS(C)(=O)=O)c1C
  -1.3 | i | i
- O=C(/C=C1\NC2(CCCC2)Cc2ccccc21)C(=O)N/N=C/c1ccccc1O
  5.3 | i | i
- CCCc1ccc(OCC(O)CN2CCN(C(=O)OCC)CC2)cc1 (stereo not given)
  -0.9 | i | i
- CSc1ccc(CCNC(=O)CSc2ccsc2[N+](=O)[O-])cc1
  -0.4 | i | i
- Cc1ccc(S(=O)(=O)N(CC2CO2)c2cccc([N+](=O)[O-])c2)cc1 (stereo not given)
  -0.1 | i | i
- Cc1cnc(SCc2cnc(C)nc2N)nc1
  0.9 | i | i
- CCN(Cc1ccncc1)Cc1nc(CC2CC2)no1
  -0.5 | i | i
- Fc1ccc(COc2cccc(-c3n[nH]c(=S)o3)c2)cc1
  -0.4 | i | i
- CCOC(=O)CN1N=C(/C=C/c2ccc(C(C)C)cc2)CCC1=O
  -2.1 | i | i
- CC(C)C(=O)Nc1cc(-c2nc3ncccc3o2)ccc1Cl
  -2.3 | i | i
- COc1ccc2nc(N3CCCCC3)c(/C=C3\SC(=S)NC3=O)cc2c1
  -1.7 | i | i
- CCOc1ccc(CN2CCN(Cc3c[nH]c4ccccc34)CC2)cc1
  -0.5 | i | i
- CCOc1ccc(N2C(=O)CN(CC(=O)OC)C2=S)cc1
  -1.1 | i | i
- COc1ccc(-c2cc(-c3ccc(Br)cc3)nc3ncnn23)cc1OC
  -1.0 | i | i
- O=C(Nc1c2n(c(=S)n(-c3ccccc3)c1=O)CCCCC2)c1ccccc1
  0.4 | i | i
- CN1CCC(Oc2ccccc2Sc2ccc(C(F)(F)F)cc2)CC1
  -0.7 | i | i
- CSc1ccc(CN2CCC(Oc3cccc(C(=O)N4CCCC4)c3)CC2)cc1
  0.5 | i | i
- NC(=O)N/N=C/C=C/c1ccc(F)cc1
  -0.8 | i | i
- O=C1c2ccccc2CCC1C(O)c1ccccn1 (stereo not given)
  0.4 | i | i
- CN1CCN(C(=O)/C=C/c2cccc(Cl)c2)CC1
  -0.5 | i | i
- COCCn1c(SCC(=O)N2CC(=O)Nc3ccccc32)nc2ccccc21
  -1.2 | i | i
- C/C(=N/NC(=O)c1sc(NS(=O)(=O)c2ccccc2)nc1C)c1ccccc1
  -0.2 | i | i
- FC(F)(F)c1ccc(Sc2n[nH]c(C(F)(F)F)n2)nc1
  0.4 | i | i

Sorted by number of heavy atoms (smallest number first): some entries from above
Sequence of screens – STK33 inh | CHT allo act | CHT inh
- CCN(Cc1ccncc1)Cc1nc(CC2CC2)no1
  -0.5 | i | i
- CCOc1ccc(N2C(=O)CN(CC(=O)OC)C2=S)cc1
  -1.1 | i | i
- Cn1ncc2c(Nc3ccc(Br)cc3)nc(Nc3ccc(Br)cc3)nc21
  -2.7 | i | i

More results:
Sequence of screens – STK33 inh | CHT allo act | CHT inh
- CC(C)CC1(C)NC(=O)N(CC(=O)Nc2ccc3c(c2)CCC3)C1=O (stereo not given)
  -1.1 | i | i
- Cc1cccn2cc(CSc3nnc(Nc4ccc(C(C)C)cc4)s3)nc12
  -1.7 | i | i
- Cc1cccc(NC(=O)C2(c3ccccc3)CC2(Cl)Cl)c1 (stereo not given)
  -1.5 | i | i
- CC(=O)/C(C#N)=C1\NC(=O)C(Cc2ccc(C)c(Cl)c2)S1 (stereo not given)
  -0.1 | i | -7*
- CC1(C)C(=O)C2(CCCCC2)C(=O)OC1c1ccc(O)cc1 (stereo not given)
  -1.8 | i | i
- O=C(Nc1nnc(COc2ccc(F)cc2)s1)c1ccco1
  -2.3 | i | i
- CCOC(=O)c1sc(Nc2ccc(C)cc2C)nc1C
  0.4 | i | i
- Cc1ccc(CNC(=O)c2ccc(Cl)cc2[N+](=O)[O-])cc1
  1.5 | i | i
- CSc1nc(-c2ccco2)cc(C(F)(F)F)c1C#N
  -1.7 | i | i
- CN(C)S(=O)(=O)c1ccc(S(=O)(=O)N(Cc2ccco2)Cc2ccccc2Cl)cc1
  -0.3 | i | i
- CCOc1ccc(CN(C)C(=O)c2cccnc2SC)cc1OC
  -0.9 | i | i
- Cc1cc(C(=O)COC(=O)CNC(=O)c2ccco2)c(C)n1Cc1ccco1
  -0.3 | i | i
- O=C(Nc1ccccc1C(F)(F)F)N1CCCC1c1cccnc1 (stereo not given)
  0.3 | i | i
- O=C(N/N=C/c1ccco1)C1CC1
  0.0 | i | i
- O=C(O)CC1S/C(=N/N=C/c2ccc(-c3ccccc3[N+](=O)[O-])o2)NC1=O (stereo not given)
  -2.6 | i | i
- O=C(c1cccc(F)c1)N1CCN(c2cccc(Cl)c2)CC1
  -4.9 | i | i
- CC(=O)c1c(O)c2ccccc2n(C)c1=O
  0.4 | i | i
- Cc1ccc(S(=O)(=O)N(C)Cc2cc3cc(C)ccc3[nH]c2=O)cc1
  -1.1 | i | i
- Cc1ccc(-c2nc(-c3ccncc3)no2)cc1Cl
  -0.1 | i | i
- Cc1[nH]nc(SCC(=O)Nc2ccc(C#N)cc2)c1[N+](=O)[O-]
  -0.6 | i | i
- COc1cccc(C(O)c2nc3ccccc3n2C(C)C)c1OC (stereo not given)
  0.5 | i | i
- CC(=O)c1ccc(S(=O)(=O)Nc2cc3c(cc2C(C)=O)OCO3)cc1
  1.7 | i | i
- COC(=O)C1=C(C)N(Cc2ccccc2)C(=O)N[C@H]1c1cccs1
  -0.1 | i | i
- Cc1cc(=O)oc2cc(NC(=O)c3cccc(Br)c3)ccc12
  -0.6 | i | i
- COc1cccc(C(CNC(=O)C(c2ccccc2)c2ccccc2)N(C)C)c1 (stereo not given)
  -0.5 | i | i
- Cc1cc(NC(=O)COC(=O)C2CCN(S(=O)(=O)c3c(Cl)cccc3Cl)CC2)no1
  8.7 | i | i
- O=S(=O)(Nc1ncccn1)c1ccc(NS(=O)(=O)c2cc(Cl)ccc2Cl)cc1
  -1.1 | i | i
- COCCCNC(=O)c1ccc(CS(=O)(=O)c2ccc(Br)cc2)o1
  2.0 | i | i

Profiles, looked up by structure. Screens in order: STK33 inh	CHT allo act	CHT inh
Cc1ccc(C)c(N(CC(N)=O)S(C)(=O)=O)c1 across the screens: -1.7	i	i
CNc1nnc(-c2ccco2)s1 across the screens: 0.4	i	i
Cc1ccc(C(=O)Oc2ccccc2N2C(=O)C3CCC(C)CC3C2=O)cc1 (stereo not given) across the screens: 0.2	i	i
